CHOP inh: blocks CHOP induction under ER stress. CHO-K1 CHOP-promoter luciferase, tunicamycin-induced, 15-18 h. inhibition, % at 10 µM. 3.8% of 220,000 active. AID 2732;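 active = compounds that reduced the stress-induced luciferase reporter signal by more than about 70% of percent inhibition, limit read from the data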;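 note: 0% = tunicamycin plus vehicle and 100% = wells without tunicamycin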
Ba/F3 V617F tox: loss of viability in JAK2V617F-driven Ba/F3 cells; Ba/F3 EpoR-JAK2V617F viability, ATP luminescence; inhibition, % at 5.6 µM; 1.1% of 220,000 active; AID 1446;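 active = inhibition above the campaign mean plus 3 SD over all tested compounds, cut at about 24% in these data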;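 note: cytokine-independent growth of Ba/F3 cells driven by EpoR plus mutant JAK2; 0% = DMSO-treated cells and 100% = JAK inhibitor I control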
TNF death inh: inhibitors of TNF-alpha induced necroptosis in Jurkat FADD-/- cells; Jurkat FADD-/- TNF necroptosis rescue, ATP luminescence, 24 h; 0 = TNF only, 100 = no-TNF cells; activation (protection from cell death), % at 10 µM; 0.068% of 220,000 active;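 active = activation, meaning protection from cell death, of at least 50% relative to plate controls; inactive = activation below 50%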;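 note: necroptosis triggered by 40 ng/mL TNF-alpha added together with compound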
BaF3 parental: parental Ba/F3 viability inhibition as JAK2V617F counter-screen; CellTiter-Glo ATP luminescence; inhibition, % at 5.6 µM; 1.1% of 220,000 active;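 active = inhibition above a per-campaign cutoff, the mean inhibition of all tested compounds plus 3 SD, cut at about 27% in these data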;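 note: 0% = DMSO wells and 100% = JAK Inhibitor I control wells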
PPC-1+TRAIL kill: kills PPC-1 cancer cells in the presence of TRAIL; cell killing (% activity), % at 4 µM; PPC-1 cells + TRAIL, ATPLite viability luminescence; 0.41% of 220,000 active;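 active = cell killing above 50% in the first pass at 4 µM, then a duplicate retest at 5 µM averaging 50% or more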;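 note: plate controls were cells with TRAIL plus DMSO for no effect and medium-only wells lacking cells for full effect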
RBBP9 inhibitor: inhibitors of human serine hydrolase RBBP9; inhibition, % at 7.94 µM; recombinant RBBP9, FP-Rh probe fluorescence polarization; 0.2% of 220,000 active; AID 1515;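 active = inhibition above the campaign mean of all tested compounds plus 3 SD, cut at about 14% in these data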;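 note: plate controls were DMSO wells with RBBP9 for no effect and wells lacking RBBP9 protein for full effect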
Target sequence (O75884 whole entry, looked up): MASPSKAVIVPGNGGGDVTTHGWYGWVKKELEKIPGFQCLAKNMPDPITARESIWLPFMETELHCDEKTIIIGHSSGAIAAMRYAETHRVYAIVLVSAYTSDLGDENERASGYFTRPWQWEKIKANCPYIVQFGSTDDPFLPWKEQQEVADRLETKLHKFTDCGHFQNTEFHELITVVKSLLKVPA
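Test system – recombinant human RBBP9 · Input – RBBP9 2.5 µM in dispensing solution, pre-mixing · Medium – Tris buffer pH 8.0, NaCl, Pluronic · Schedule – preincubation 30 min plus labeling 45 min at 25 °C · Measured by – fluorescence polarization · Measure – % inhibition · Controls – DMSO and no-protein wells · Replicates – one well per compound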
Wee1 stabilizer: human Wee1 degradation inhibition, primary screen; P30291; HeLa Luc-Wee1K328M stability, luciferase luminescence; 100% = proteasome inhibitor MG132 effect; reporter increase, % at 5 µM; 1.2% of 220,000 active;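 active = activation above the mean of all tested compounds plus 3 SD, set per screening run, cut at about 8.8% in these data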;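 note: cells exposed to compound for 20 h before luminescence read; 0% = DMSO alone and 100% = MG132 at 30 µM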
Target sequence (P30291 whole entry K328M): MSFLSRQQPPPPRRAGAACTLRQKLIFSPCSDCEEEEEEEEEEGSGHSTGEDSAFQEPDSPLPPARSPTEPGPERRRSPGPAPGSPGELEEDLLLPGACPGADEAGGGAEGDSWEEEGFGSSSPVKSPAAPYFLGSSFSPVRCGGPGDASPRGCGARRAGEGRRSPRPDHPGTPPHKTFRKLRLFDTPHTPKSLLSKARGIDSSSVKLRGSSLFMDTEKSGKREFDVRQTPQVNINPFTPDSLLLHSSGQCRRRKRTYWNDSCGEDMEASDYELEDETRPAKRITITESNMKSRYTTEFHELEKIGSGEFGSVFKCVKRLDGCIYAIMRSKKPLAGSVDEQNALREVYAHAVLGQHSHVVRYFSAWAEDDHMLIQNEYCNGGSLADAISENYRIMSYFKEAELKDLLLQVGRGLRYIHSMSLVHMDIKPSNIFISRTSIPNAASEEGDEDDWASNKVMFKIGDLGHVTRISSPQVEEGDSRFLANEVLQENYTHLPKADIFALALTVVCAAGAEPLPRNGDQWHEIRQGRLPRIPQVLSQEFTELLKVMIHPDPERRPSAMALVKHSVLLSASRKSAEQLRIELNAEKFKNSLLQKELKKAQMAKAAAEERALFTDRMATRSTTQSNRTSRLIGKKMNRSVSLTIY
zfTRPN1 agonist: activates the zebrafish TRPN1 channel | HEK293 zebrafish TRPN1-YFP, Fluo-8 calcium fluorescence; 100% = response to 87 µM carbachol | activation, % at 3 µM | 0.18% of 220,000 active;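 active = activation above its plate's cutoff, the mean activation of test wells on that plate plus 3 SD, cut at about 19% in these data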;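 note: 0% = DMSO alone and 100% = 87 µM carbachol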
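Control set: carbachol 87 µM as high control, DMSO as low control; system: HEK293 stable line with zebrafish TRPN1-YFP; read-out: % activation versus carbachol response; detection: intracellular calcium fluorescence with Fluo-8; doses: single test compound dose, 3 µM nominal, 0.3% DMSO; schedule: dye 1 h 37 °C plus 30 min RT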
TRPML3 agonist: human mucolipin-3 channel agonism; Q8TDD5; HEK293 TRPML3-YFP, Fluo-8 calcium fluorescence; 100% = the carbachol control signal; activation, % at 3 µM; 0.29% of 220,000 active;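 active = activation above its plate's cutoff, the mean activation of the plate's test wells plus 3 SD, cut at about 12% in these data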;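 note: 0% = DMSO only wells and 100% = carbachol wells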
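Test system – HEK293 line with stable expression of human TRPML3-YFP channel · Control set – carbachol 87 µM final as high control (100%), DMSO as low control (0%) · Signal – Fluo-8 calcium dye fluorescence, ex 470-495, em 515-575 nm · Incubation – 1-h 37 °C dye load, 5-s basal, 120-s post-compound reads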
* hit, by the source's call.

`COc1ccccc1C1CCN(c2ccc(CO)cc2[N+](=O)[O-])CC1` gave CHOP inh -13, Ba/F3 V617F tox -4, TNF death inh 4.5, BaF3 parental 0, PPC-1+TRAIL kill 0, RBBP9 inhibitor -3, Wee1 stabilizer -1, zfTRPN1 agonist -1.9 and TRPML3 agonist -0.9.
Screening CC1(C)Cc2c(sc3nc(SCC(=O)NCc4ccco4)n(-c4ccccc4)c(=O)c23)CS1 returned CHOP inh 29, Ba/F3 V617F tox -4, TNF death inh 3.2, BaF3 parental 0, PPC-1+TRAIL kill 33, RBBP9 inhibitor -3, Wee1 stabilizer 2, zfTRPN1 agonist -0.9 and TRPML3 agonist 1.0.
CCC1=NN(C(=O)Cc2ccc([N+](=O)[O-])cc2)C(O)(C(C)(C)C)C1 (configuration not stated) was read as CHOP inh 26, Ba/F3 V617F tox 8, TNF death inh 0.1, BaF3 parental 7, PPC-1+TRAIL kill 22, RBBP9 inhibitor -2, Wee1 stabilizer -3, zfTRPN1 agonist 0.0 and TRPML3 agonist 0.9.
For CC(C)=N/N=C(\c1cccc([N+](=O)[O-])c1)C12CN3CN(CN(C3)C1)C2 the results were CHOP inh 17, Ba/F3 V617F tox -1, TNF death inh 0.6, BaF3 parental 9, PPC-1+TRAIL kill 9, RBBP9 inhibitor -6, Wee1 stabilizer 4, zfTRPN1 agonist 1.6 and TRPML3 agonist 0.7.
`O=C(CSCc1cccs1)N1CCCC1` gave CHOP inh 19, Ba/F3 V617F tox -2, TNF death inh 4.6, BaF3 parental 1, PPC-1+TRAIL kill 4, RBBP9 inhibitor 8, Wee1 stabilizer 0, zfTRPN1 agonist -1.2 and TRPML3 agonist 0.8.
COc1ccc(C(C(=O)NC2CCCC2)N2CCc3ccccc32)cc1 (configuration not stated) was read as CHOP inh 48, Ba/F3 V617F tox -2, TNF death inh -2.4, BaF3 parental 5, PPC-1+TRAIL kill 24, RBBP9 inhibitor -4, Wee1 stabilizer -3, zfTRPN1 agonist -1.1 and TRPML3 agonist -0.2.
`COc1cc2c(cc1NC(=S)NC(=O)c1c(OC)cccc1OC)oc1ccccc12` gave CHOP inh -16, Ba/F3 V617F tox 1, TNF death inh 6.9, BaF3 parental 5, PPC-1+TRAIL kill 24, RBBP9 inhibitor -7, Wee1 stabilizer 1, zfTRPN1 agonist -0.5 and TRPML3 agonist 0.7.
For COc1ccc(N=c2oc3cc(O)ccc3cc2C(=O)Nc2ccccn2)cc1OC the results were CHOP inh 17, Ba/F3 V617F tox 4, TNF death inh -2.8, BaF3 parental 3, PPC-1+TRAIL kill 17, RBBP9 inhibitor -4, Wee1 stabilizer -2, zfTRPN1 agonist 0.6 and TRPML3 agonist 0.4.
`COC(=O)C1CCCN1C(=O)C1CCCN1C(=O)CNC(=O)OCc1ccccc1` (configuration not stated) gave CHOP inh 14, Ba/F3 V617F tox -1, TNF death inh -8.2, BaF3 parental 1, PPC-1+TRAIL kill 19, RBBP9 inhibitor 5, Wee1 stabilizer 1, zfTRPN1 agonist -0.4 and TRPML3 agonist 0.0.
`Cc1c(Br)c([N+](=O)[O-])nn1CCCC(=O)Nc1c(C)n(C)n(-c2ccccc2)c1=O` gave CHOP inh -5, Ba/F3 V617F tox 1, TNF death inh -0.8, BaF3 parental 5, PPC-1+TRAIL kill 21, RBBP9 inhibitor 1, Wee1 stabilizer -1, zfTRPN1 agonist 1.5 and TRPML3 agonist 0.9.
For Cc1ccsc1/C=N/n1c(-c2ccco2)n[nH]c1=S the results were CHOP inh 9, Ba/F3 V617F tox -3, TNF death inh -2.8, BaF3 parental 2, PPC-1+TRAIL kill 13, RBBP9 inhibitor -5, Wee1 stabilizer -1, zfTRPN1 agonist 0.7 and TRPML3 agonist 0.8.
`CCOC(=O)COc1c(OC)cc(Cl)cc1C1NC(=O)NC(C)=C1C(C)=O` (configuration not stated) gave CHOP inh -12, Ba/F3 V617F tox -1, TNF death inh 0.6, BaF3 parental 1, PPC-1+TRAIL kill 12, RBBP9 inhibitor 2, Wee1 stabilizer 0, zfTRPN1 agonist 0.7 and TRPML3 agonist 0.4.
Screening CC(C)(C)OC(=O)N/N=C/c1cccc([N+](=O)[O-])c1 returned CHOP inh -46, Ba/F3 V617F tox -1, TNF death inh 0.8, BaF3 parental 6, PPC-1+TRAIL kill 31, RBBP9 inhibitor 3, Wee1 stabilizer 3, zfTRPN1 agonist 0.5 and TRPML3 agonist 1.3.
`CCOC(=O)C(=N/O)/C(C)=N/NC(=O)C(=O)Nc1cc(Cl)ccc1Cl` gave CHOP inh 9, Ba/F3 V617F tox -1, TNF death inh -0.2, BaF3 parental -1, PPC-1+TRAIL kill 3, RBBP9 inhibitor -16, Wee1 stabilizer -2, zfTRPN1 agonist 0.2 and TRPML3 agonist 0.2.
Screening CN(Cc1cccs1)C(=O)Cn1cnc2cc([N+](=O)[O-])ccc2c1=O returned CHOP inh 22, Ba/F3 V617F tox -1, TNF death inh 1.3, BaF3 parental 2, PPC-1+TRAIL kill 5, RBBP9 inhibitor -8, Wee1 stabilizer 4, zfTRPN1 agonist -0.4 and TRPML3 agonist 0.4.
Screening CC(C)(C)NC(=O)NC(=O)CN1CCN(Cc2ccccc2)CC1 returned CHOP inh 4, Ba/F3 V617F tox -3, TNF death inh 0.8, BaF3 parental 0, PPC-1+TRAIL kill 10, RBBP9 inhibitor 1, Wee1 stabilizer -3, zfTRPN1 agonist 0.0 and TRPML3 agonist 0.6.
`Cc1cc2c(nn1)CCC/C2=N\O` gave CHOP inh 16, Ba/F3 V617F tox -3, TNF death inh -0.5, BaF3 parental 0, PPC-1+TRAIL kill 15, RBBP9 inhibitor 0, Wee1 stabilizer -1, zfTRPN1 agonist 0.4 and TRPML3 agonist 0.1.
For COc1cccc(NC(=S)N(CCCN2CCCC2)Cc2cccn2Cc2ccc(Cl)cc2)c1 the results were CHOP inh -22, Ba/F3 V617F tox 21, TNF death inh -2.6, BaF3 parental 15, PPC-1+TRAIL kill 0, RBBP9 inhibitor -2, Wee1 stabilizer 1, zfTRPN1 agonist 1.4 and TRPML3 agonist 0.2.
For Cc1cccc(C2c3[nH]c4ccccc4c3CCN2Cc2cccn2-c2ncccn2)c1 (configuration not stated) the results were CHOP inh 26, Ba/F3 V617F tox 0, TNF death inh -4.8, BaF3 parental 4, PPC-1+TRAIL kill 5, RBBP9 inhibitor -7, Wee1 stabilizer -4, zfTRPN1 agonist 0.5 and TRPML3 agonist 1.4.
CCSC1=C(C#N)C(c2cccs2)C(C(=O)OC)=C(C)N1 (configuration not stated) was read as CHOP inh 17, Ba/F3 V617F tox -4, TNF death inh -5.0, BaF3 parental 1, PPC-1+TRAIL kill -10, RBBP9 inhibitor -3, Wee1 stabilizer 3, zfTRPN1 agonist -3.1 and TRPML3 agonist -2.1.
Cc1ccn2c(Nc3ccccc3C)c(-c3ccncc3)nc2c1 was read as CHOP inh -39, Ba/F3 V617F tox 0, TNF death inh -8.7, BaF3 parental 3, PPC-1+TRAIL kill 7, RBBP9 inhibitor -8, Wee1 stabilizer 0, zfTRPN1 agonist 0.2 and TRPML3 agonist -0.8.
`CN1c2ccccc2C(C)(C)C12CC(CCl)=NO2` (configuration not stated) gave CHOP inh 6, Ba/F3 V617F tox 0, TNF death inh -6.5, BaF3 parental 1, PPC-1+TRAIL kill 22, RBBP9 inhibitor -4, Wee1 stabilizer 1, zfTRPN1 agonist 1.1 and TRPML3 agonist -0.2.
`O=C(/C=C\c1ccc2c(c1)OCO2)NC1(C(=O)Nc2ccc3c(c2)OCO3)CCCCC1` gave CHOP inh -1, Ba/F3 V617F tox 2, TNF death inh 1.3, BaF3 parental 7, PPC-1+TRAIL kill 12, RBBP9 inhibitor -4, Wee1 stabilizer 2, zfTRPN1 agonist -0.7 and TRPML3 agonist -0.1.
Cc1ccc(C23OC(=O)C(C)(C)C2OC(=O)C3(C)C)cc1 (configuration not stated) was read as CHOP inh -14, Ba/F3 V617F tox -3, TNF death inh -1.5, BaF3 parental 4, PPC-1+TRAIL kill 28, RBBP9 inhibitor -4, Wee1 stabilizer 2, zfTRPN1 agonist 0.3 and TRPML3 agonist 0.6.
`O=C(N/N=C/c1coc2ccccc2c1=O)c1ccccc1` gave CHOP inh 32, Ba/F3 V617F tox -1, TNF death inh 0.4, BaF3 parental 2, PPC-1+TRAIL kill 4, RBBP9 inhibitor -6, Wee1 stabilizer 0, zfTRPN1 agonist 0.8 and TRPML3 agonist 0.3.
For O=C(CN1C(=O)c2cccnc2C1=O)c1ccccc1 the results were CHOP inh 38, Ba/F3 V617F tox -5, TNF death inh -0.6, BaF3 parental -1, PPC-1+TRAIL kill 1, RBBP9 inhibitor -6, Wee1 stabilizer 0, zfTRPN1 agonist -0.6 and TRPML3 agonist 0.5.
`CCN(CC)C(=O)c1sc(N2C(=O)Nc3ccccc3N2O)c(C(=O)OC)c1C` gave CHOP inh -1, Ba/F3 V617F tox -2, TNF death inh 0.4, BaF3 parental -1, PPC-1+TRAIL kill 16, RBBP9 inhibitor 0, Wee1 stabilizer 5, zfTRPN1 agonist -1.1 and TRPML3 agonist -0.3.
Cc1noc(/C=C/N(C)C)c1S(=O)(=O)N1CCCC(C(=O)N2CCc3ccccc32)C1 (configuration not stated) was read as Ba/F3 V617F tox 3, TNF death inh -0.7, BaF3 parental 8, RBBP9 inhibitor -5, Wee1 stabilizer -1, zfTRPN1 agonist 1.9 and TRPML3 agonist 0.2.
For CC(C)OC(=O)CSc1nnc(-c2cnccn2)n1-c1ccc(Cl)cc1 the results were CHOP inh 10, Ba/F3 V617F tox 0, TNF death inh -4.9, BaF3 parental 3, PPC-1+TRAIL kill -2, RBBP9 inhibitor -12, Wee1 stabilizer -1, zfTRPN1 agonist -1.3 and TRPML3 agonist 0.2.

A section from further up, for reference:
Screening CC(C)(C)NC(=O)NC(=O)CN1CCN(Cc2ccccc2)CC1 returned CHOP inh 4, Ba/F3 V617F tox -3, TNF death inh 0.8, BaF3 parental 0, PPC-1+TRAIL kill 10, RBBP9 inhibitor 1, Wee1 stabilizer -3, zfTRPN1 agonist 0.0 and TRPML3 agonist 0.6.
`Cc1cc2c(nn1)CCC/C2=N\O` gave CHOP inh 16, Ba/F3 V617F tox -3, TNF death inh -0.5, BaF3 parental 0, PPC-1+TRAIL kill 15, RBBP9 inhibitor 0, Wee1 stabilizer -1, zfTRPN1 agonist 0.4 and TRPML3 agonist 0.1.

High-throughput results deposited in PubChem BioAssay by several laboratories.
